GSH bead fluor: GSH bead compound fluorescence profile. fluorescence (KMESF) at 10 µM. GSH beads flow cytometry, compound fluorescence 488/530 nm; active compounds read high. 0.25% of 190,000 active; in the data active means fluorescence above about 89;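 further: glutathione beads carrying GST-tagged Bcl family fusion proteins plus one bare bead set; values are compound well signal with DMSO vehicle wells as background; inactives centre near 16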
Bcl-W Bim block: human Bim-Bcl-W interaction inhibition | bead-based flow cytometry, Bim peptide-Bcl-W binding | inhibition, % at 10 µM | 0.02% of 190,000 active;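 further: 0% = bound tracer without compound and 100% = peptide blocker; higher means less fluorescent Bim peptide bound to Bcl-W beads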
Target sequence (Q92843 whole entry, looked up): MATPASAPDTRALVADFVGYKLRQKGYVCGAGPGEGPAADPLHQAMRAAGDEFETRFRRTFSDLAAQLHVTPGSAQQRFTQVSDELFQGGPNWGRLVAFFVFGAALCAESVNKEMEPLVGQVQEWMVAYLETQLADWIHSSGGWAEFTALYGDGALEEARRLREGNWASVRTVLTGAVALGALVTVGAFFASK
Bcl-XL Bim block: disrupts Bim peptide binding to human Bcl-XL. Q07817. bead flow cytometry, fluorescence. 0.04% of 190,000 active. inhibition, % at 10 µM
ABCG2 block: inhibitors of human ABCG2 transporter, ABCB1 counter-screen | Q9UNQ0 | IgMXP3 cells, JC-1 efflux, flow cytometry | inhibition, % at 6.6 µM | 0.1% of 190,000 active;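 active means inhibition above 80%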;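 further: 0% = DMSO and 100% = nicardipine control wells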
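Test system: IgMXP3 cells (ABCG2) mixed with DDAO far-red-labelled CCRF-Adr cells (ABCB1). Reagent: JC-1 transporter substrate. Compound dosing: single test compound dose, 6.6 µM final. Times: 10 min compound exposure, 25 °C. Detection: flow cytometry of retained JC-1 fluorescence. Read-out basis: efflux inhibition in percent versus controls. Controls: nicardipine and DMSO wells.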
ABCB1 block: blocks JC-1 efflux by human ABCB1 transporter. 0.067% of 190,000 active. inhibition, % at 6.6 µM. CCRF-Adr cells, flow cytometry; in the data active means inhibition above about 40%;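 further: 0% = vehicle and 100% = reference inhibitor; higher value means more JC-1 retained so stronger ABCB1 efflux block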
RGS8-Gao: modulates binding of RGS8 to human Galphao; multiplexed bead flow cytometry; actives lie on both sides; response (percent of control binding), % at 10 µM; 0.34% of 220,000 active; in the data active means response below about 60% or above about 140%; inactive means in between;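 further: Galphao activated as the GDP aluminium fluoride complex binding bead-coupled RGS8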
Target sequence (P09471 whole entry, looked up): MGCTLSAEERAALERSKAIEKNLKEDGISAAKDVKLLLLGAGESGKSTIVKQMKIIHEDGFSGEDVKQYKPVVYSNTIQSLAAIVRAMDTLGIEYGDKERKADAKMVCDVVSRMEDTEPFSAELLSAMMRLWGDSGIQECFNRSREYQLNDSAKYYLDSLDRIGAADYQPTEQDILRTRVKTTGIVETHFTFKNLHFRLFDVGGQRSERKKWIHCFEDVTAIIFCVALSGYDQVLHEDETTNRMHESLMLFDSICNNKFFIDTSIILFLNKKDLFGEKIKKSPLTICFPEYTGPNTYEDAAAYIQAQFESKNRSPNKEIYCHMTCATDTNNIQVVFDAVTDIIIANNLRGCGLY
RGS7-Gao: human RGS7-Galphao interaction regulation. P09471. Multiplexed bead flow cytometry, RGS7-Galphao binding; actives lie on both sides. binding response (% of control), % at 10 µM. 0.35% of 220,000 active. AID 1439; in the data active means binding response below about 49% or above about 150%; inconclusive means no clear call, values can overlap the other calls; inactive means in between;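 further: fluorescent Galphao held in activated GDP-AlF4 state binding bead-coupled RGS7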
Bcl-B Bim block: inhibitors of Bim-Bcl-B interaction, human; Q9HD36; bead-based flow cytometry, Bim peptide-Bcl-B binding; inhibition, % at 10 µM; 0.073% of 190,000 active; AID 951;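 further: 0% = tracer peptide without compound and 100% = reference inhibitor peptide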
Target sequence (Q9HD36 whole entry, looked up): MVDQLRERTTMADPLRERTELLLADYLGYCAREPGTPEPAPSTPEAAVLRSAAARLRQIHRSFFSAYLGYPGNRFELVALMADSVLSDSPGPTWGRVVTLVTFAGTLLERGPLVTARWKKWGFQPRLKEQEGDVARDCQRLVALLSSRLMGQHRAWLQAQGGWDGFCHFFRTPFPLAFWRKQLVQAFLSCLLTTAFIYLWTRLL
Bim-Bcl-2: disrupts Bim peptide binding to human Bcl-2; P10415; AID 950; Bead-based flow cytometry, Bim peptide-Bcl-2 binding; inhibition, % at 10 µM; 0.06% of 190,000 active; in the data active means inhibition above about 40%; inconclusive means no clear call, values can overlap the other calls;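 further: 0% = no compound wells with probe peptide and 100% = reference peptide inhibitor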
Target sequence (P10415 whole entry, looked up): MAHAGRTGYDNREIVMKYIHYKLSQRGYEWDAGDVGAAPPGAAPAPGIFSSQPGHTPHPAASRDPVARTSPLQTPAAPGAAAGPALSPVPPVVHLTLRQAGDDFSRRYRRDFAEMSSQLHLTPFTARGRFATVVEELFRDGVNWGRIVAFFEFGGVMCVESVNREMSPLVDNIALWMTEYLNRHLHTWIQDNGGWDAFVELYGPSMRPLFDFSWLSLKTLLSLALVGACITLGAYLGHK
RGS4-Gao reg: human RGS4-Galphao interaction regulation | Multiplexed bead flow cytometry, RGS4-Galphao binding; actives lie on both sides | AID 1415 | binding response (% of control), % at 10 µM | 0.33% of 220,000 active; in the data active means binding response below about 49% or above about 150%; inactive means in between;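 further: fluorescent Galphao activated with aluminum fluoride binding bead-coupled RGS4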
Bim-Bfl-1: disrupts Bim binding to human Bfl-1; Q16548; Bead-based flow cytometry, Bim-Bfl-1 binding inhibition; inhibition, % at 10 µM; 0.12% of 190,000 active; AID 1008;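 further: 0% = wells without compound plus tracer and 100% = blocker peptide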
The depositor's hits bear a star; ? = inconclusive; . = not tested or not shown; [ ] = another dose, or the depositor's remark. Unless noted, no stated cut-off is given here; in the data, active means inhibition above about 40%.

compound,GSH bead fluor,Bcl-W Bim block,Bcl-XL Bim block,ABCG2 block,ABCB1 block,RGS8-Gao,RGS7-Gao,Bcl-B Bim block,Bim-Bcl-2,RGS4-Gao reg,Bim-Bfl-1
COc1ccc(N/C=C(\C(C)=O)c2ccc(OC)c(OC)c2)cc1OC,16,0.0,0.0,9.2,1.7,104.7,101.4,4.0,2.0,103.3,5.0
CCC(C)Sc1cc(C)c(C#N)c2nc3ccccc3n12 (stereo not drawn),15,-7.0,-9.0,-3.6,22.6,84.2,96.0,-9.0,-1.0,93.2,-2.0
O=C(Nc1ccc(C(=O)N2CCOCC2)cc1)Nc1cccc2ccccc12,20,-2.0,-4.0,-2.9,-0.2,100.0,98.0,-5.0,-2.0,98.3,-4.0
CCN(CC(=O)N1CCCCCC1)S(=O)(=O)c1ccc(Cl)cc1,16,-3.0,-6.0,4.3,1.2,100.2,99.3,-4.0,-3.0,98.8,-2.0
O=C(O)/C=C/C(=O)Nc1cccc(C(F)(F)F)c1,10,4.0,0.0,10.0,0.1,98.3,101.1,-2.0,-3.0,92.9,-6.0
CCOc1ccc(N2C(=O)CC(SCc3nc4ccccc4[nH]3)C2=O)cc1 (stereo not drawn),12,-4.0,-1.0,2.2,-0.2,102.4,102.8,-3.0,-7.0,97.8,-4.0
O=C1/C(=C\c2ccsc2)NC(=S)N1c1ccccc1,11,-4.0,-7.0,-4.4,-1.3,101.6,103.9,-15.0,-2.0,103.4,-2.0
COc1ccc(/C=N/n2cnn(Cc3ccccc3Cl)c2=S)cc1,10,-4.0,-3.0,1.9,0.5,14.8*,?,-16.0,-6.0,22.9*,-2.0
O=S1(=O)N=C(N(CCO)/N=C/c2ccncc2)c2ccccc21,4,30.0,40.0*,0.9,0.4,105.3,101.6,23.0,12.0,105.5,7.0
CCNC(=O)CC1C(=O)N(c2ccc(F)cc2)C(=O)N1Cc1ccccn1 (stereo not drawn),24,1.0,-1.0,0.2,0.1,101.6,96.5,2.0,0.0,100.0,-1.0

(next part)
compound,GSH bead fluor,Bcl-W Bim block,Bcl-XL Bim block,ABCG2 block,ABCB1 block,RGS8-Gao,RGS7-Gao,Bcl-B Bim block,Bim-Bcl-2,RGS4-Gao reg,Bim-Bfl-1
O=C(OCC(=O)N1CCCC1)c1ccc(NS(=O)(=O)c2cccs2)cc1O,12,2.0,0.0,2.2,0.5,100.7,?,0.0,-1.0,100.0,-3.0
O=C(Oc1ccc2ccc(=O)oc2c1)c1cccs1,11,-3.0,-4.0,7.9,.,101.2,103.1,-3.0,1.0,99.2,0.0
CCOC(=O)C1=C(c2ccccc2)N2CCS(=O)(=O)N=C2S1,50,2.0,-1.0,-0.2,0.0,100.3,100.3,-7.0,-3.0,100.0,-13.0
CN(C)/C=C(\C#N)C(=O)c1cccnc1Oc1ccc(F)cc1F,19,-2.0,-3.0,0.6,-0.1,103.2,97.1,-5.0,-6.0,99.5,-1.0
O=C(O)/C=C\c1ccccc1Oc1cccc(Cl)c1,12,0.0,-2.0,2.2,1.0,106.4,104.3,-3.0,0.0,108.5,-6.0
CC(C)COc1ccc2[nH]c3c(c2c1)CCCC3=O,9,1.0,1.0,0.8,0.2,121.0,102.7,-1.0,-5.0,117.9,2.0
COP(=O)(OC)C(Nc1ccc(C)cc1)c1ccc([N+](=O)[O-])cc1 (stereo not drawn),6,-1.0,-4.0,5.9,4.4,101.2,107.2,-7.0,-3.0,103.6,0.0
O=[N+]([O-])/C(=C\Nc1ccccc1Cl)S(=O)(=O)c1ccccc1,58,4.0,3.0,-1.0,-0.4,89.1,96.1,4.0,2.0,100.7,8.0
Cc1cccc(C(=O)NNc2ncnc3c2cnn3C)c1,16,0.0,-1.0,3.3,0.7,99.7,101.9,-4.0,0.0,98.3,-4.0
O=C1CCCN1CCNC(=S)Nc1ccccc1,33,0.0,-11.0,-6.4,-0.2,101.4,98.0,-6.0,-10.0,99.8,-16.0

(more compounds)
compound,GSH bead fluor,Bcl-W Bim block,Bcl-XL Bim block,ABCG2 block,ABCB1 block,RGS8-Gao,RGS7-Gao,Bcl-B Bim block,Bim-Bcl-2,RGS4-Gao reg,Bim-Bfl-1
O=C(N/N=C/c1ccco1)c1cnccn1,33,-6.0,-6.0,12.6,0.6,101.0,101.9,-6.0,-1.0,100.1,-1.0
Cc1ccc(C(=O)N(CN2CCCC2=O)c2ccccc2)cc1C,14,3.0,-7.0,1.4,0.4,101.2,102.2,-16.0,-8.0,104.4,-9.0
O=S(=O)(c1ccccc1)N1CCN(c2ncccn2)CC1,26,2.0,-3.0,1.4,0.0,91.5,84.3,-5.0,-3.0,86.1,-11.0
CCCCNC(=O)/C(C#N)=C/c1ccc(F)cc1F,61,-1.0,-4.0,4.1,0.5,102.0,101.8,-6.0,-3.0,99.8,-11.0
C=CCn1c2ccccc2c2nnc(SCC(=O)Nc3c(C)n(C)n(-c4ccccc4)c3=O)nc21,22,-2.0,-7.0,31.9,0.5,102.1,99.8,-2.0,-6.0,99.7,-10.0
O=C(/C=C/c1cccc2ccccc12)NCCC1=CCCCC1,38,0.0,-4.0,1.9,0.3,99.3,100.7,-6.0,-8.0,100.9,-12.0
CCOC(=O)c1ccc(NS(=O)(=O)c2cc(C)ccc2OC)cc1,41,4.0,-7.0,3.3,0.3,112.7,108.7,-6.0,-6.0,113.3,-8.0
O=C(N/N=C/c1cccs1)C1COc2ccccc2O1 (stereo not drawn),5,1.0,-7.0,-0.2,-0.2,99.0,100.3,-6.0,-4.0,92.2,-5.0
CCOc1cc(NC(=S)NCc2ccco2)c(OCC)cc1NC(C)=O,31,0.0,-2.0,4.8,0.1,102.1,105.2,-1.0,-2.0,104.1,-3.0
CCCOC(=O)/C(=C\C=C\c1ccco1)NC(=O)c1ccccc1,22,-1.0,-3.0,6.7,0.7,98.0,95.5,-7.0,0.0,98.5,3.0

The results go on:
compound,GSH bead fluor,Bcl-W Bim block,Bcl-XL Bim block,ABCG2 block,ABCB1 block,RGS8-Gao,RGS7-Gao,Bcl-B Bim block,Bim-Bcl-2,RGS4-Gao reg,Bim-Bfl-1
Cc1ccc(-c2nn3c(C)nnc3c3ccccc23)cc1S(=O)(=O)NCc1ccccc1,26,-3.0,-4.0,3.3,1.6,94.0,93.2,-13.0,-9.0,93.8,-13.0
COC(=O)c1ccc(-c2ccc(C(=O)N3CCCN(C)CC3)cc2)cc1,256*,-3.0,-3.0,0.9,0.2,100.7,103.0,-6.0,-4.0,103.5,-8.0
Cc1c(C(=O)N2CCC(Cc3ccccc3)CC2)sc2ncnc(N3CCC(C)CC3)c12,15,-4.0,-4.0,0.8,0.7,102.1,100.2,-8.0,-5.0,102.3,-5.0
O=C(Nc1ccc(S(=O)(=O)N2CCCC2)cc1)N1c2ccccc2Sc2ccccc21,24,-2.0,0.0,-0.1,0.1,98.3,127.0,-1.0,-2.0,99.5,-3.0
Cc1ccc(C(C(=O)NCc2ccco2)N(C(=O)CNC(=O)c2cccs2)c2c(C)cc(C)cc2C)cc1 (stereo not drawn),56,-4.0,-4.0,2.0,0.7,109.8,95.4,-3.0,-1.0,105.8,-1.0
Cc1cc(NC(=O)c2ccccc2Oc2ccccc2)no1,12,0.0,3.0,2.1,0.3,97.8,99.4,1.0,-4.0,97.8,0.0
CC(C)C(=O)Nc1nnc(NC(=S)Nc2ccccc2)s1,16,-6.0,-4.0,0.2,1.4,102.3,104.7,-9.0,-2.0,97.7,-4.0
C=C(C)CSc1nnc([C@@H]2CCCN2C(=O)OC(C)(C)C)o1,24,-6.0,-8.0,-1.5,0.2,100.6,101.2,-13.0,-10.0,103.7,-17.0
c1ccc(-c2noc(CN3CCN(C(c4ccccc4)c4ccccc4)CC3)n2)cc1,33,-2.0,-17.0,-0.9,0.1,98.7,94.4,-14.0,-17.0,98.8,-16.0
CC(=O)c1ccc(NC(=O)C(C)N2CCN(C/C=C/c3ccccc3)CC2)cc1 (stereo not drawn),246*,.,.,11.9,7.4,106.9,150.8*[activator],.,?,161.7*[activator],.

Next part:
compound,GSH bead fluor,Bcl-W Bim block,Bcl-XL Bim block,ABCG2 block,ABCB1 block,RGS8-Gao,RGS7-Gao,Bcl-B Bim block,Bim-Bcl-2,RGS4-Gao reg,Bim-Bfl-1
O=C(O)C1CC=CCC1C(=O)Nc1cccnc1 (stereo not drawn),14,-2.0,-4.0,1.6,0.6,101.9,103.2,0.0,-2.0,103.4,-8.0
CCCCCC(=O)Nc1ccc2oc(-c3cccnc3)nc2c1,12,0.0,-2.0,12.3,0.6,99.0,93.9,0.0,0.0,97.7,1.0
C=CCn1c(N)c(C(=O)OC(C)CC)c2nc3ccccc3nc21 (stereo not drawn),16,6.0,0.0,.,.,101.2,101.5,-6.0,2.0,104.1,-6.0
COc1cc(OC)cc(C(=O)NC(=S)N2CCCCCC2)c1,13,-3.0,-5.0,1.7,0.3,97.0,98.0,-8.0,0.0,96.9,0.0
Cc1nn(Cc2ccccc2)c(C)c1CCC(=O)O,33,-3.0,-4.0,2.6,0.5,86.9,93.4,-3.0,-4.0,92.3,-6.0
O=C(CCC1CCCN(C2C3CC4CC(C3)CC2C4)C1)NCc1ccc(F)c(F)c1 (stereo not drawn),13,0.0,-2.0,-1.4,-0.1,102.3,92.3,-4.0,-2.0,100.2,-4.0
O=C(NC1CC2CCCC(C1)N2C(=O)Nc1ccccc1)c1ccncc1 (stereo not drawn),23,1.0,1.0,0.1,0.0,103.0,99.8,3.0,1.0,102.2,0.0
COc1cccc2c(=O)n(CC(=O)NC3CCCC3)ccc12,21,0.0,-4.0,3.6,0.5,105.0,108.9,-7.0,-5.0,105.7,-4.0
CC(C)(C)OC(=O)N1CCC(c2c(C(=O)O)cnn2-c2ccccc2)CC1,30,0.0,-3.0,4.2,0.6,93.2,92.5,2.0,-5.0,92.1,2.0
Cc1ccc(OCC(=O)NNC(=O)c2cc3ccccc3o2)cc1C,21,-3.0,0.0,0.5,0.0,100.6,95.2,-3.0,-3.0,96.1,0.0

Further compounds follow.
compound,GSH bead fluor,Bcl-W Bim block,Bcl-XL Bim block,ABCG2 block,ABCB1 block,RGS8-Gao,RGS7-Gao,Bcl-B Bim block,Bim-Bcl-2,RGS4-Gao reg,Bim-Bfl-1
c1csc(CNCc2ccncc2)c1,22,-4.0,-2.0,0.5,0.7,103.4,118.9,0.0,1.0,107.8,0.0
CCCCn1c(=O)c(CCC(=O)OCC(=O)Nc2cc(Cl)ccc2OC)nc2ccccc21,5,1.0,0.0,12.4,2.7,76.4,98.5,-3.0,3.0,93.2,2.0
O=C(NCC1(N2CCOCC2)CCCCC1)c1ccc(Cl)c(S(=O)(=O)NCc2ccco2)c1,40,-3.0,-5.0,-1.0,-1.7,99.6,100.5,-8.0,-10.0,103.0,-12.0
Cc1cc2occ(CC(=O)Nc3nccs3)c2cc1C(C)C,4,6.0,-4.0,1.7,0.4,102.0,101.0,-6.0,-5.0,100.5,-8.0
COc1ccc(C2c3c(-c4ccccc4O)n[nH]c3C(=O)N2CCc2ccc(OC)c(OC)c2)cc1 (stereo not drawn),11,-1.0,-4.0,30.0,13.2,102.5,98.5,-4.0,-4.0,97.9,-1.0
CC(C)NC(=O)CCCOc1ccc(Cl)cc1Cl,34,-8.0,-11.0,11.7,0.1,98.2,99.4,-4.0,-1.0,101.1,-4.0
CCNC(=O)CSc1nnc(-c2ccccc2)n1-c1ccc(OCC)cc1,47,0.0,0.0,1.3,0.2,98.6,97.8,-7.0,-4.0,98.7,-10.0

High-throughput results (PubChem BioAssay)

Compounds as they come. Share with any hit: about 1.1%.
